cardiac RTF act: increases calcium sensitivity of human cardiac regulated thin filaments; P19429+P45379; IANBD-labeled TnC RTF fluorescence at EC20 calcium; 0% EC20 calcium, 100% full calcium; actives 0.24% (n = 340,000); AID 493008; activation, % at 7.2 µM;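 active means activation above the mean over all tested compounds plus 3 SD, cut at about 30% in these data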;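 further: rise in fluorescence read as greater calcium sensitivity of cardiac thin filaments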
Wnt act: activators of Wnt/beta-catenin signaling; Wnt/beta-catenin reporter cell assay, activator, plate reader; activation, % at 9.35 µM; actives 1.2% (n = 300,000); in the data active means activation above about 30%, passing the limit was not always enough; inconclusive means no clear call, values can overlap the other calls;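 further: 0% = neutral control wells and 100% = positive control wells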
PvdQ inh: blocks Pseudomonas aeruginosa PvdQ acylase activity; purified PvdQ acylase, fluorescence plate reader; inhibition, % at 10 µM; actives 0.063% (n = 340,000); AID 488965; in the data active means inhibition above about 30%, passing the limit was not always enough; inconclusive means no clear call, values can overlap the other calls;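 further: 0% = vehicle neutral wells and 100% = reference inhibitor wells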
HTR5A ag: activates human HTR5A in OPRM1-OPRD1 agonist counter-screen. AID 504692. P47898. activation, % at 9.3 µM. HTR5A agonist assay, luminescence, cell-based. actives 0.61% (n = 340,000); in the data active means activation mostly above about 9.5%, no sharp cut-off; inactive means mostly below about 7.6%;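 further: 0% = cells with vehicle only and 100% = reference agonist; strong numbers were not always called active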
CDK5 inh: CDK5/p35 (human) kinase inhibition. Q00535+Q15078. Recombinant CDK5/p35, ADP-Glo luminescence, 60 min. actives 0.01% (n = 330,000). inhibition, % at 10 µM;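 active means highest replicate inhibition of at least 50% and at least 75% of replicates reaching 50%; inconclusive means only one of the two criteria met; inactive means both criteria failed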;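 further: plate controls were DMSO neutral control for no effect and GW8510 at 10 µM for full effect; many of its hits are not listed in these tables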
SR-BI uptake up: activators of SR-BI mediated HDL lipid uptake; CHO ldlA[mSR-BI] cells, DiI-HDL uptake fluorescence, 3 h; 100 = double the neutral-control signal; activation, % at 12.5 µM; actives 0.096% (n = 320,000);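 active means mean replicate activation of at least 60% and every replicate at or above 60%; inconclusive means mean or all-replicate condition met, but not both; inactive means mean below 60% and not all replicates reaching 60%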;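 further: 0% = median plate neutral-control signal and 100% = twice that signal; values of inactives mirror those of a sister screen read the other way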
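system = CHO ldlA[mSR-BI] cells, LDL receptor-null, SR-BI overexpressing | medium = Ham's F12 with 0.5% BSA, HEPES 25 mM, pH 7.4 | probe or stimulus = DiI-HDL 10 µg/mL | compound dosing = single-point compound dose | incubation = compound exposure 3 h, 37 °C | technique = DiI fluorescence, bottom read | read-out = cell-associated DiI fluorescence as measure of HDL uptake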
SR-BI HDL uptake: mouse SR-BI HDL lipid transfer inhibition. Q61009. inhibition, % at 12.5 µM. actives 0.96% (n = 320,000). ldlA[mSR-BI] CHO cells, DiI-HDL uptake fluorescence, 3 h. AID 488896;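 active means mean replicate inhibition of at least 70% and a set share of replicates each scoring 70 or more; inconclusive means meets just one of the two criteria; inactive means fails both criteria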;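 further: 0% = median of neutral control wells and 100% = median of positive control wells; values of inactives mirror those of a sister screen read the other way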
Target sequence (Q61009 whole entry, looked up): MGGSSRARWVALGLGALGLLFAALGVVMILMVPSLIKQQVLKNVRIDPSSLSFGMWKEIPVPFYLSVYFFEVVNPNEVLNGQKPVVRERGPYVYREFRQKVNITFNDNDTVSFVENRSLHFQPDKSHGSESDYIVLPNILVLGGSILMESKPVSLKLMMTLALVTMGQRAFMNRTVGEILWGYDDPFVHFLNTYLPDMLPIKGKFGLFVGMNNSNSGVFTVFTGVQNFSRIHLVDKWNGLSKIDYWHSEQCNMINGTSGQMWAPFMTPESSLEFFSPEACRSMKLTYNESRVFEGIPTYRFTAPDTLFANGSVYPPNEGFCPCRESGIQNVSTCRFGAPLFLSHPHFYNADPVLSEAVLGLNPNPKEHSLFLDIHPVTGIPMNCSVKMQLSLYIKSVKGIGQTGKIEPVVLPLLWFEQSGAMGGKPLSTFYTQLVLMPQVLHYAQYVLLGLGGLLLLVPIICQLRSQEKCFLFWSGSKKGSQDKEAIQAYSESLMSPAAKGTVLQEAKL
Rtt109 HAT inh: inhibitors of Candida albicans Rtt109/Vps75 histone acetyltransferase | Q5AAJ8 | purified Rtt109/Vps75, ThioGlo CoA-SH fluorescence, 4 h | inhibition, % at 34.9 µM | actives 0.16% (n = 330,000);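 active means inhibition of at least 50% in every replicate; inconclusive means best replicate reaches 50% inhibition but some replicates fall short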
MITF act: MITF TRPM1 promoter activation in melanoma cells; activation, % at 12.5 µM; SK-MEL-5 TRPM1-promoter luciferase, 24 h; % of positive control, neutral wells = 0; actives 0.75% (n = 300,000); AID 588334;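 active means mean activation of at least 80% with every replicate also reaching 80%; inconclusive means mean reaches 80% but some replicate falls short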;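 further: 0% = neutral control wells and 100% = parthenolide positive control wells; values of inactives mirror those of a sister screen read the other way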
dFosB act: enhances mouse delta FosB homodimer DNA binding. activation, % at 25 µM. P13346. actives 0.99% (n = 340,000). purified delta FosB, TAMRA-CDK5 oligo fluorescence polarization; percent of positive-control signal above neutral wells;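 active means mean activation above about 17%, with every replicate also reaching it, limit read from the data, passing the limit was not always enough; inconclusive means only one of the two conditions met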;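 further: fluorescence polarization rise as delta FosB binds a TAMRA Cdk5 AP-1 oligo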
Target sequence (P13346 whole entry, looked up): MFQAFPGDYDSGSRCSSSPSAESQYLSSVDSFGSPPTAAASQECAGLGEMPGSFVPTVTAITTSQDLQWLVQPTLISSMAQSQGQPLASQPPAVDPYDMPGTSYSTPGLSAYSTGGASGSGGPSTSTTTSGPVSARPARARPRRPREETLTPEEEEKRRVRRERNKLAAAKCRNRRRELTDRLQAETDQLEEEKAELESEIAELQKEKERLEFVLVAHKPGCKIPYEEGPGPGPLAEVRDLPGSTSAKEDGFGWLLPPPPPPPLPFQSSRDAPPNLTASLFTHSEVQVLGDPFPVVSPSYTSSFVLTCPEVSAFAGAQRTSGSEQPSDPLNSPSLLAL
An asterisk follows results filed as active; ? = inconclusive; / = not tested or not shown.

SMILES	cardiac RTF act	Wnt act	PvdQ inh	HTR5A ag	CDK5 inh	SR-BI uptake up	SR-BI HDL uptake	Rtt109 HAT inh	MITF act	dFosB act
CN(C(=O)COC(=O)C(Cc1ccccc1)NC(=O)c1ccccc1)c1ccccc1 (stereo not drawn)	10	/	2	0	1.7	-12	12	2	-4	-9
Cc1nc2ccccc2c2oc(C(=O)N3CCN(C4CCCCC4)CC3)cc12	11	-6	-7	4	-4.2	-9	9	3	-15	-11
COc1ccc(O)c(C(=O)CC(=O)c2cccnc2)c1	-3	34*	-25	0	-0.3	4	-4	5	62	-26
CC1(C)Cc2[nH]c3ccccc3c2C(C)(C)N1	-2	0	-12	4	-0.8	/	/	-6	0	-7
CC(C)c1ccc(-n2nc3ccc(N)cc3n2)cc1	7	38*	0	0	1.5	-19	19	-9	-17	-3
CCCC(=O)N=c1sc2cccc(F)c2n1C	1	5	1	0	0.5	-1	1	3	/	-9
O=C(c1cccc(F)c1)N1CCN(c2ccc([N+](=O)[O-])c3cccnc23)CC1	-6	0	12	3	-1.1	-8	8	10	11	-2
CCc1nc(N2CCN(C(C)=O)CC2)c2c3c(sc2n1)CCCC3	-6	-2	-5	-1	2.0	-60	60	-14	-1	3
CCCCn1c(-c2cc(Cl)ccc2OC)n[nH]c1=S	-4	/	11	-3	3.3	3	-3	9	-1	-7
CCOC(=O)c1c(C)oc2ccc(OCC(N)=O)cc12	3	0	-18	-1	-0.8	-14	14	-3	9	-6
Cc1ccc(S(=O)(=O)NCC(=O)N(CC(=O)NCc2ccccc2)CC2CCCO2)cc1 (stereo not drawn)	-2	-1	17	7	1.1	/	/	/	-4	-4
O=c1c2sccc2n(Cc2ccc(F)cc2)c(=O)n1-c1ccc(F)cc1	-1	-6	-8	-2	/	-16	16	-1	-4	-1
CC(C)CN(Cc1c(O)ccc2c(=O)c(-c3ccccc3)coc12)CC(C)C	-1	0	-13	1	1.8	-54	54	2	-10	-3
O=C(CSc1nnc(Cn2c(=O)sc3ccccc32)n1-c1ccccc1)N1CCCCCC1	-4	-1	-1	-3	1.2	10	-10	4	4	6
CCCS(=O)(=O)c1c(S(=O)(=O)CCC)c2c(N)cccn2c1C(=O)OC	12	0	11	-2	-0.2	-5	5	11	-1	-9
Oc1ccc(-c2nc(=S)[nH][nH]2)cc1	1	/	2	-3	12	2	-2	16	4	5
CCOc1ccc(C(=O)C[n+]2ccc(C(=O)NCCO)cc2)cc1	-6	-2	-5	2	0.5	2	-2	2	-12	-2
O=C(CCS(=O)(=O)c1ccc(F)cc1)Nc1nnc(-c2cccs2)o1	5	-7	1	8	-0.2	10	-10	-2	6	4
O=C(NC1CCCC1)c1cc2cc(Br)ccc2o1	5	?	-4	1	-1.7	-12	12	0	?	-10
O=c1c([N+](=O)[O-])c(N2CCCC2)c2ccccc2n1-c1ccccc1	-1	8	-3	0	-0.8	/	/	8	4	-4
COc1ccc(Cc2nnc(SCC(=O)NCc3ccco3)o2)cc1	-4	-5	-10	-3	1.4	20	-20	1	-6	0
CC(=O)c1ccc(N2CCN(C(C)C(=O)NC3CCCc4ccccc43)CC2)cc1 (stereo not drawn)	0	/	5	-3	1.4	-11	11	1	-1	-9
CCOC(=O)CSc1nc2cc(S(=O)(=O)Nc3ccccc3OC)ccc2o1	0	-2	-9	1	-1.2	-2	2	5	5	1
C=CCC(C)(NCc1ccccc1)c1ccc(C)cc1 (stereo not drawn)	-3	/	-6	-2	-0.3	20	-20	-1	-11	-2
CCCOC(=O)CSC1=C(C#N)C(c2ccc3c(c2)OCO3)CC(=O)N1 (stereo not drawn)	-1	-2	-12	-1	0.0	-3	3	-3	/	-4
O=C(NCc1ccccc1)c1ccc2c(c1)S(=O)(=O)c1cc(Cl)ccc1C2=O	-6	2	17	5	0.4	-10	10	-9	10	0
O=C(NC1CCCCCCC1)c1ccc(S(=O)(=O)N2CCCC2)cc1	5	-5	-11	-7	-0.3	-2	2	-1	13	1
CC(=O)c1c(C)[nH]c(C(=O)Nc2ccc(C)c(S(=O)(=O)N(C)C)c2)c1C	0	10	-3	-1	-3.7	-63	63	-7	93*	-12
COc1ccc(NC(=O)CC2CCCC2)cc1OC	-1	0	-10	-4	0.2	-13	13	-5	6	-6
CC(=O)Nc1cccc(Nc2nc(-c3ccccc3F)nc3ccccc23)c1	-4	-1	0	8	-0.8	-75	?	/	-5	-25
COc1ccc(C(=O)CSc2nc3[nH]ncc3c(=O)[nH]2)cc1	9	1	-12	4	1.4	17	-17	-8	-1	-11
CCn1c(SCC(N)=O)nc2c1c(=O)n(C)c(=O)n2C	-3	/	10	10	0.0	2	-2	2	-13	-6
O=C(c1ccccc1)c1cccn1CC(=O)N1CCc2ccccc2C1	0	0	-9	-9	-1.1	-5	5	-1	-2	-10
CCCCc1cc2ccccc2c(OCCN(C)C)n1	3	1	-9	-6	-1.2	8	-8	4	24	-6
O=C(c1ccc(Cl)cc1)[C@@H]1[C@@H]2C(=O)N(c3cccc4ccccc34)C(=O)[C@@H]2C2c3ccccc3C=NN21 (stereo partly drawn)	6	-5	10	-2	-1.1	10	-10	13	-12	16
O=C(CNC(=O)c1ccc2c(c1)OCCO2)N=Nc1c(O)[nH]c2ccccc12	-5	1	-7	-1	-0.4	12	-12	-5	3	24*
Cc1cccc(C)c1NC(=O)CNC(=O)c1ccc2nc[nH]c2c1	-3	1	-1	3	0.5	22	-22	16	1	4
CC(=O)NCC(=O)N(C)C(C(=O)Nc1ccc2c(c1)OCCO2)c1ccc(C)cc1 (stereo not drawn)	2	4	-6	0	-6.7	34	-34	-1	16	4
CCOC(=O)c1sc(NC(=O)c2cc(S(=O)(=O)N3CCOCC3)ccc2C)nc1C	8	/	-4	-2	-2.5	-42	42	11	-5	-8
CCOc1ccc(NC(=O)C2CC=CCC2C(=O)O)cc1 (stereo not drawn)	8	/	-8	-6	0.6	11	-11	-5	0	7
CCSc1ccccc1C(=O)Nc1ccc2c(c1)OCO2	3	-2	-11	2	-6.4	-21	21	0	/	1
CCn1c(=S)sc2c(=O)n(-c3ccccc3)c(=S)[nH]c21	2	2	1	2	0.5	-20	20	8	-4	-8
CCOC(=O)c1c(C)[nH]c(C)c1S(=O)(=O)N(C)CC(=O)N(C)Cc1ccccc1	-5	0	-23	1	/	28	-28	0	-5	-10
CC(=O)Nc1cccc(OCC(=O)Nc2cccc(S(=O)(=O)N3CCCC3)c2)c1	2	-2	-20	1	0.5	449*	-450	-2	2	-10
Cc1ccccc1CSc1nnc(Cn2c(=O)sc3ccccc32)n1C	1	0	8	5	4.5	2	-2	3	1	-6

The closing 2 compounds of the part above are carried over, then new ones follow:
SMILES	cardiac RTF act	Wnt act	PvdQ inh	HTR5A ag	CDK5 inh	SR-BI uptake up	SR-BI HDL uptake	Rtt109 HAT inh	MITF act	dFosB act
CC(=O)Nc1cccc(OCC(=O)Nc2cccc(S(=O)(=O)N3CCCC3)c2)c1	2	-2	-20	1	0.5	449*	-450	-2	2	-10
Cc1ccccc1CSc1nnc(Cn2c(=O)sc3ccccc32)n1C	1	0	8	5	4.5	2	-2	3	1	-6
COc1ccc(C)cc1NC(=O)c1ccc(NS(=O)(=O)c2c(C)noc2C)cc1	-5	1	-7	3	-0.6	1	-1	-1	6	-12
CC(C)(C)c1cc[n+](-c2[nH]c(=O)sc2/C=N/NC(=O)c2ccccc2[O-])cc1	15	-1	-1	4	-6.6	/	/	11	/	-2
Cc1ccc(Nc2cc(C)nc3c(C)cccc23)cc1	0	-1	1	-1	1.1	10	-10	-3	/	2
C/C(=N\Nc1cc(Cl)nc(C)n1)c1ccccc1	-1	/	-7	4	-0.5	-20	20	0	61	-6
Cc1ccc(OCC(COCc2ccccc2)NC(C)C)cc1 (stereo not drawn)	4	-3	-16	1	-1.4	20	-20	-11	9	3
COc1ccc(Cl)cc1NC(=O)CN1C(=O)NC(Cc2c[nH]c3ccccc23)C1=O (stereo not drawn)	-2	0	6	-1	5.5	-29	29	24	13	2
COCCNC(=O)CCn1nc(-c2ccc(Cl)cc2)ccc1=O	11	/	-7	8	0.5	18	-18	-1	-7	-3
Nc1ccc(N2CCN(C(=O)c3cccs3)CC2)cc1	6	-4	-11	1	1.6	-3	3	-4	-21	-8
CC1C/C(=N/NC(=O)c2cccs2)CC(C)(C)C1 (stereo not drawn)	-1	/	-4	1	-0.5	35	-35	10	-7	-6
COc1ccc(NCC(=O)n2c(C)c(C)c3ccccc32)cc1	-2	-5	-10	0	-0.2	-20	20	-1	-9	-6
C=CCN1C(=O)c2cccc3c(Br)ccc(c23)C1=O	-1	-2	-8	1	-9.2	0	0	-2	7	12
CC(Oc1ccc(Br)cc1Br)C(=O)Nc1cccnc1 (stereo not drawn)	0	3	-6	2	-1.2	-6	6	-5	11	-8
C=CCN1C(=O)NC(c2ccc(OC)cc2)(C(F)(F)F)S/C1=C(\C#N)c1nnc(N2CCOCC2)n1-c1ccccc1 (stereo not drawn)	3	-1	-14	1	-0.7	27	-27	3	-5	-14
Cc1cc(N)c(-n2cc3c(=O)n(C)c(=O)n(C)c3c2)cc1C	-2	6	11	3	-0.3	8	-8	3	/	-6
CCN(CC)CCN(Cc1cc2cc3c(cc2[nH]c1=O)OCO3)C(=S)NCCCN(C)C	-5	-1	-3	4	14	-1	1	13	/	7
CC(NC(=O)Nc1ccccc1O)(C(F)(F)F)C(F)(F)F	1	-1	-4	6	0.1	11	-11	-4	/	-6
CC1CCN(C(=S)c2cn(Cc3cccc(F)c3)c3ccccc23)CC1	-6	-10	-13	-4	0.1	4	-4	/	1	-13
O=C(CN1c2cccc3cccc(c23)S1(=O)=O)N1CCN(c2ccccc2)CC1	-3	-1	22	8	-1.9	5	-5	14	-9	-7
CCOC(=O)C1=C(C)NC(=O)NC1c1cc2c(cc1Br)OCO2 (stereo not drawn)	4	/	-12	0	-0.8	-4	4	-8	-6	8
CC(=O)C(C)Oc1ccc(Cc2ncc(C(F)(F)F)cc2Cl)cc1 (stereo not drawn)	0	-1	-6	-1	-2.3	-3	3	/	0	-4
O=C(/C=C/Nc1ccc(F)cc1Br)c1ccccc1	-2	/	7	4	2.6	/	/	2	-57	1
COCC1CCN(C(=O)c2cc(COc3ccc(F)cc3F)on2)C1 (stereo not drawn)	5	3	-4	-3	0.7	18	-18	2	11	4
COc1ccc(CC2(C)OC(c3ccc(C)c([N+](=O)[O-])c3)=NN2C(C)=O)cc1 (stereo not drawn)	3	1	-9	1	1.0	10	-10	2	/	1
CCC(/C=N/NC(=O)C1COc2ccccc2O1)CC (stereo not drawn)	-5	/	0	0	0.3	2	-2	9	5	0
CCNc1nc(Oc2ccc(=O)[nH]n2)nc(SC)n1	8	/	-8	3	-2.0	40	-40	0	/	0
Oc1ccccc1/C=N/Nc1nc2ccccc2o1	4	?	-23	6	-8.5	-93	93*	-5	-9	6

Compound activity deposited in PubChem by several laboratories.
